Screening data from PubChem.
CFTR F508del cor = CFTR F508del correction in bronchial cells; CFBE cells, YFP halide quenching; stimulated with forskolin plus potentiator P3; % fluorescence drop versus neutral controls; activity (quench increase), % at 7.58 µM; actives 0.36% (n = 350,000);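 active = mean added fluorescence quench of at least 8% versus neutral control, with both replicates also reaching 8%; inconclusive = only one of the mean or replicate conditions met; inactive = mean below 8% and not both replicates reaching 8%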;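 also: cells transiently co-express mutant CFTR-F508del with the halide-sensitive YFP; corrector assay measuring rescue of mutant channel to the surface after 24 h compound exposure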
DENV2 CPE rescue = protects cells from dengue virus 2 cytopathic effect; actives 1.7% (n = 350,000); CPE inhibition, % at 9.99 µM; AID 651640; DENV2-infected cells, cytopathic effect rescue, plate reader; in the data active = CPE inhibition above about 20%, passing the limit was not always enough; inconclusive = no clear call, values can overlap the other calls; tested in BHK-21 cells;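 also: 0% = median of neutral control wells and 100% = median of positive control wells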
miR-122 sensor = blocks miR-122 activity in Huh7 sensor cells; Huh7 miR-122 Renilla luciferase sensor, 48 h; neutral wells = 0, positive control = 100; activation (reporter increase), % at 12.5 µM; actives 0.3% (n = 340,000); AID 602342;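 active = mean replicate activation score at least 90 and every replicate individually at or above 90; inconclusive = only one of the two criteria met; inactive = neither criterion met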;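 also: higher luciferase means less miR-122 activity so hits act as miR-122 inhibitors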
INS-1E GSIS act = GLuc luminescence reporter in INS-1E cells, primary screen for activators of glucose-dependent secretion of insulin; actives 0.61% (n = 370,000); INS-1E GLuc reporter insulin secretion, 2-3 h; AID 743287; activation, % at 16.6 µM;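 active = lowest replicate activation of at least 40%, so every replicate reaches that level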;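 also: 0% = median of neutral control wells and 100% = median of IBMX positive control wells; some compounds called inactive have numbers as strong as hits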
EWS-Fli block = EWS/Fli transcriptional activity inhibition | AID 651661 | inhibition, % at 12.6 µM | A673 NR0B1-luciferase reporter, viability-normalised | actives 0.67% (n = 350,000);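 active = mean inhibition of at least 50% after viability correction, with every replicate also passing that limit; inconclusive = mean reaches 50% but only one of two replicates passes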;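 also: firefly luciferase signal divided by Alamar Blue viability fluorescence both relative to DMSO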
FN deposition inh = fibronectin deposition inhibition; AH1F fibroblasts, Alexa488-fibronectin deposition fluorescence, overnight; inhibition, % at 12.6 µM; actives 0.086% (n = 350,000);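 active = mean inhibition across replicates of 30% or more, regardless of how many single replicates reach that level; inconclusive = mean under 30% yet at least half of replicates reach 30%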;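 also: positive control wells lacked labelled fibronectin entirely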
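Assay system: AH1F fibroblasts / Quantity: 10000 cells per well / Medium: DMEM plus 2% serum, read in PBS / Reagent: labelled fibronectin 24 nM / Dosing: single dose, pinned / Times: 1 h cell attachment, overnight exposure to compound and label / Signal: fluorescence, ex 485 nm, em 525 nm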
PAX8 inh HTS = lowers PAX8-driven luciferase in RMG-I cells; RMG-I TPO-luciferase reporter, SteadyGlo, 24 h; AID 652154; actives 1.2% (n = 360,000); inhibition, % at 12.6 µM;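 active = mean replicate inhibition at least 60% with every replicate also reaching 60%; inconclusive = only one of the two criteria is met; inactive = mean below 60% and not all replicates reaching 60%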;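 also: luciferase light reporting Pax8 driven TPO promoter activity; plate controls were median of neutral control wells for no effect and mitoxantrone controls for full effect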
* marks the source's active call; other numbers are inactive results; ? = inconclusive; · = not tested or not shown; & = joins results of further samples; [ ] = another dose, or the depositor's remark.

SMILES | CFTR F508del cor | DENV2 CPE rescue | miR-122 sensor | INS-1E GSIS act | EWS-Fli block | FN deposition inh | PAX8 inh HTS
CN1C(=O)c2cc(NC(=O)Cc3cccs3)ccc2OC[C@H]2O[C@H](CC(=O)NCC3CCCCC3)CC[C@@H]21 | 0.4 | 3.1 | 5.6[16.7 µM] | -14.5 | -4.3 | 6.7 | 0.3
CN(Cc1cccc(F)c1)C(=O)CN1C(=O)NC2(CCc3ccccc32)C1=O (centres undefined) | -2.7 | -1.7 | -1.6 | -10.6 | 0.8 | 5.8 | 9.0
O=C(CN(Cc1ccccc1C(F)(F)F)C(=O)CNC(=O)c1ccco1)NC1CCCC1 | · | · | 0.7 | · | · | -0.1 | 4.1
O=C(C1COc2ccccc2O1)N1CCN(c2ccc([N+](=O)[O-])cc2)CC1 (centres undefined) | -4.2 | 11.3 | · | -9.7 | 4.3 | 3.4 | -4.4
Cc1nnc(SCC(=O)Nc2cccc(S(=O)(=O)N(C)c3ccccc3)c2)s1 | -1.3 | 2.4 | · | -26.0 | -5.3 | -3.3 | -5.1
COc1ccc(S(=O)(=O)Nc2ccc3c(c2)C(=O)N([C@@H](C)CO)C[C@@H](C)[C@H](CN(C)C)O3)cc1 | 0.8 | 0.8 | -4.1[16.7 µM] | 15.0 | -5.0 | · | -5.0
C[C@@H]1CCCCO[C@H](CN(C)C(=O)Nc2ccc(F)cc2)[C@@H](C)CN([C@H](C)CO)C(=O)c2cc(N(C)C)ccc2O1 | -2.2&-0.7&1.4 | ? | -1.2 | -26.0&-9.1 | 3.5&-4.1 | -4.7 | 5.5&3.7&0.3
COc1cccc(NC(=O)CN(C)C(=O)CCNC(=O)c2ccc(Br)cc2)c1 | 0.6 | -5.9 | · | -16.8 | -6.4 | -1.0 | -0.4
S=c1[nH]nc(COc2ccccc2)n1/N=C/c1ccncc1 | -1.7 | 1.7 | 16.4 | 7.3 | -5.4 | -1.8 | 25.7
O=C1COc2ccc(S(=O)(=O)N3CCC(C(=O)NCc4ccccc4)CC3)cc2N1 | 4.5 | -2.1 | -4.0 | -1.6 | 3.1 | 1.6 | -5.2
Cc1cc(NC(=O)c2ccc3c(c2)C(=O)N(CC(C)C)C3=O)no1 | 1.8 | 4.7 | · | -18.8 | 4.7 | -6.5 | -5.8
COc1cccc(-c2ccc([C@@H]3[C@@H](CO)N4C(=O)CNC[C@H]34)cc2)c1 | -3.0 | -3.8 | · | 0.2 | -6.5 | 12.6 | ·
CCNC(=O)c1cc2c(c(-c3cccc(-c4ccccc4F)c3)n1)[C@@H](CCO)N(C(=O)CC)C2 | -1.6&1.1 | -7.4&-0.5 | · | -9.5&-6.1 | -2.5&6.6 | 25.5&13.9 | 10.4
COc1ccc(CN(C)C[C@@H]2OCCCC[C@@H](C)Oc3ccc(NS(=O)(=O)c4ccc(Cl)cc4)cc3C(=O)N([C@H](C)CO)C[C@H]2C)cc1 | 2.0 | 70.4* | -5.9[16.7 µM] | -22.6 | 5.7 | -3.9 | 16.6
NS(=O)(=O)c1ccc(NC(=O)CNC(=O)c2ccc3c(c2)OCO3)cc1 | 4.0 | 10.5 | · | 3.9 | 2.6 | 4.6 | -1.4
COCc1cccc(C(=O)NC(c2ccccc2)c2ccccc2)c1 | -0.1 | 3.2 | -10.8 | 3.2 | -5.2 | 4.2 | 10.2
CCCCNc1nc(NC)nc(Cl)c1SC | 0.5 | 5.5 | · | -4.7 | 2.7 | 12.9 | -4.0
CCCNC(=O)C[C@@H]1CC[C@H]2[C@@H](COc3ccc(NC(=O)NCC)cc3C(=O)N2C)O1 | -2.4 | -4.3 | -4.3[16.7 µM] | · | 2.6 | · | -3.9
COc1ccc(-c2[nH]ncc2CNC(C)CCn2cccn2)c(F)c1 (centres undefined) | -1.7 | 5.6 | -7.0 | 24.4 | 4.9 | 2.2 | 2.4
Cc1cc(Br)ccc1S(=O)(=O)n1ccnc1C | 0.4 | 1.2 | 4.6 | -2.7 | -2.3 | · | 10.4
Cc1noc(C)c1COc1ccccc1C(=O)NCCc1ccc(Cl)cc1 | -0.8 | 8.1 | · | -24.2 | -6.8 | -2.9 | -70.1
COc1cccc(C(=O)N(CN2CCCC2=O)c2cc(C)on2)c1 | · | · | 43.6 | 12.6 | · | -3.6 | 2.9
COCC(=O)Nc1ccc2c(c1)[C@H]1C[C@H](CC(=O)NCc3ccc(OC)cc3)O[C@H](CO)[C@H]1O2 | 3.2 | 18.4 | 3.4[16.7 µM] | -8.0 | -2.2 | 1.6 | 10.1
Cc1ccc(S(=O)(=O)N2CCOC2CNC(=O)C(=O)NCCN2CCOCC2)cc1 (centres undefined) | 0.5 | -0.7 | 4.0 | 21.3 | -4.4 | -77.4 | -17.5
COc1ccccc1Nc1nc(NCCC(C)C)nc(N)c1[N+](=O)[O-] | -2.8 | 12.9 | 2.3 | -1.4 | -9.2 | 3.0 | 11.3
SMILES | CFTR F508del cor | DENV2 CPE rescue | miR-122 sensor | INS-1E GSIS act | EWS-Fli block | FN deposition inh | PAX8 inh HTS
Cc1ccc(-c2nnc(SCC(=O)N/N=C/c3ccc(C(=O)O)cc3)n2C2CCCCC2)cc1 | 6.2 | 8.9 | -7.5 | 19.1 | 0.5 | -1.0 | 5.1
O=C(/C=C/[C@H]1O[C@@H](n2cnc3c(NC(=O)c4ccccc4)ncnc32)[C@H](O)[C@@H]1O)NCc1ccccc1 | -4.1 | -8.2 | 5.1 | 3.6 | 3.5 | 8.4 | -4.6
O=C(CSc1ccc(F)cc1)Nc1cccc(S(=O)(=O)N2CCOCC2)c1 | 0.7 | -0.8 | 20.7 | -4.8 | -5.6 | -4.9 | 0.0
O=C(NCc1ccccc1)c1ccc(CS(=O)Cc2ccc(Cl)cc2)o1 (centres undefined) | 2.9 | -6.7 | -0.7 | -4.0 | · | -2.4 | 11.0
CSc1ncccc1C(=O)OCC(=O)NC(C)(C)C | -0.7 | -0.8 | -7.4 | 10.4 | -5.2 | · | -31.7
Cc1ccc(/C=N/n2c(C)cc(C)c(C#N)c2=O)cc1 | · | · | 2.1 | · | · | 13.1 | -14.2
COc1ccc(OC)c(S(=O)(=O)NC2CC(=O)N(c3ccc(C)c(C)c3)C2)c1 (centres undefined) | -0.2 | 3.6 | · | -0.7 | 0.3 | -2.7 | 5.1
COc1cccc(-c2noc(C3CCCN(C(=O)c4ccccc4OC)C3)n2)c1 (centres undefined) | 2.5 | 0.7 | -0.3 | -6.0 | -76.5 | -5.4 | -42.0
O=C(CCc1ccccc1)N1CCCC1 | 1.7 | ? | -1.0 | 3.5 | -3.5 | -1.7 | -1.1
CCOC(=O)CN(C(=O)c1snc(C(N)=O)c1N)C(C(=O)NCCC(C)C)c1ccc(F)cc1 (centres undefined) | -1.7 | 1.2 | 0.3 | -11.4 | 10.7 | -13.9 | 10.0
CCC(C(=O)NCCCN(CC)Cc1ccccc1)n1nc(C)c2sc3ccccc3c2c1=O (centres undefined) | -0.2 | ? | -2.5 | 19.9 | 15.7 | -17.4 | 25.8
CCC(=O)N1CC(=O)N2[C@H](CO)[C@@H](c3ccc(-c4ccc(C(=O)N(C)C)cc4)cc3)[C@@H]2C1 | -3.3 | -8.0 | · | 1.9 | -5.1 | · | -18.5
CCCN(C)C[C@@H]1OCCCC[C@@H](C)Oc2ccc(NS(=O)(=O)c3cn(C)cn3)cc2C(=O)N([C@H](C)CO)C[C@@H]1C | -1.9 | -8.1 | 3.3[16.7 µM] | 35.6 | -9.1 | · | -12.4
C[C@@H]1CCCCO[C@H](CN(C)CC2CCCCC2)[C@H](C)CN([C@@H](C)CO)C(=O)c2cc(NC(=O)CCC(F)(F)F)ccc2O1 | -1.2 | -7.4 | 7.8[16.7 µM] | -8.9 | -10.8 | · | 13.7
O=C(CN(Cc1cccs1)S(=O)(=O)c1ccc(S(=O)(=O)NC2CCCCC2)cc1)Nc1ccccc1 | · | · | 132.1* | -8.7 | · | 24.6 | 11.2
Cc1ccccc1NC(=O)CSc1nc(=O)n(CCN2CCOCC2)c2c1CCCC2 | 0.4 | -4.9 | · | 0.9 | 1.8 | 6.0 | -9.5
Cc1ccc(C(=O)Nc2ccc(N3CCOCC3)cc2)cc1S(=O)(=O)N1CCCCC1 | -2.7 | 6.6 | · | · | -1.6 | -4.8 | -11.5
COc1cccc(-c2cc(=O)[nH][nH]2)c1 | -0.2 | -5.2 | · | 2.7 | -15.7 | -3.1 | -3.1
NC(N)=NC(=O)c1nc(Cl)c(N2CCCCCC2)nc1N | 2.4 | 8.6 | -3.2 | 30.9 | 6.7 | · | -54.0
COc1ccc(C#Cc2ccc([C@H]3[C@H](CO)N4CCCCN(Cc5ccccc5F)C[C@@H]34)cc2)cc1 | -1.6 | -31.1 | 0.1[16.7 µM] | 18.4 | 8.5 | · | -35.2
COc1ccc(C(CNC(=O)c2ccc(S(=O)(=O)N3CCCC3)cc2)N(C)C)cc1OC (centres undefined) | 0.9 | -9.3 | · | 33.6 | 1.8 | -10.0 | 4.8
O=c1[nH][nH]c(=O)c(Cl)c1Cl | -2.5 | 12.6 | -7.4 | 21.8 | 1.9 | · | 1.7
Cc1cc(N2CCOCC2)ccc1/C=C1\NC(=O)N(Cc2ccccc2)C1=O | -0.1 | 2.7 | 0.8 | 1.1 | 11.8 | 5.7 | 1.3
CNC(=O)C[C@@H]1CC[C@H]2[C@H](COc3ccc(NC(=O)c4cc(C)on4)cc3C(=O)N2C)O1 | 1.1 | 2.3 | 4.2[16.7 µM] | -0.7 | -3.2 | -7.5 | -3.1
C/C(=N/NC(=O)CN1CCN(Cc2ccccc2Cl)CC1)c1ccncc1 | · | -5.1 | · | · | -44.9 | 2.2 | -0.5
SMILES | CFTR F508del cor | DENV2 CPE rescue | miR-122 sensor | INS-1E GSIS act | EWS-Fli block | FN deposition inh | PAX8 inh HTS
Cc1ccc(S(=O)(=O)N(C)C[C@H]2Oc3c(NC(=O)C4CC4)cccc3C(=O)N([C@@H](C)CO)C[C@@H]2C)cc1 | -1.5 | -1.0 | 1.4[16.7 µM] | 6.1 | 4.5 | -4.9 | -4.9
CCCCNC(=O)c1cccc2c(=O)c(C)c(-c3ccccc3)oc12 | · | · | · | 6.0 | -2.7 | -3.8 | 27.2
COc1ccc(NC(=O)C2CCCCN2N)cc1OC (centres undefined) | · | · | -4.0 | · | · | 6.2 | -20.4
CC(C)CN(CCCNC(=O)CN1C(=O)COc2ccc(S(=O)(=O)N3CCCC3)cc21)CC(C)C | 2.3 | 1.4 | · | 0.3 | -10.4 | 7.6 | 5.5
COc1ccccc1N1CC(C(=O)NCC2COc3ccccc3O2)CC1=O (centres undefined) | 0.7 | -2.6 | -14.0 | -2.3 | -7.0 | 10.7 | 14.3
Cc1cccc(-c2ccc([N+](=O)[O-])cc2CN2CCN(c3ncc(Cc4ccccc4)cn3)CC2)c1 | 1.6 | -8.4 | · | · | 3.8 | 0.2 | -17.7
COc1ccc(NC(=O)c2noc3c2CCC3)cc1 | · | · | 1.7 | · | · | -6.3 | -50.2
CCOC(=O)CN(c1ccccc1C)S(=O)(=O)c1ccc(Cl)cc1 | 2.5 | ? | 2.0 | -5.0 | · | · | 3.9

Entries above that have bromine, in the order listed:
SMILES | CFTR F508del cor | DENV2 CPE rescue | miR-122 sensor | INS-1E GSIS act | EWS-Fli block | FN deposition inh | PAX8 inh HTS
COc1cccc(NC(=O)CN(C)C(=O)CCNC(=O)c2ccc(Br)cc2)c1 | 0.6 | -5.9 | · | -16.8 | -6.4 | -1.0 | -0.4
Cc1cc(Br)ccc1S(=O)(=O)n1ccnc1C | 0.4 | 1.2 | 4.6 | -2.7 | -2.3 | · | 10.4

Single entries from above:
Cc1cccc(-c2ccc([N+](=O)[O-])cc2CN2CCN(c3ncc(Cc4ccccc4)cn3)CC2)c1 in EWS-Fli block has 3.8
CCOC(=O)CN(c1ccccc1C)S(=O)(=O)c1ccc(Cl)cc1 in CFTR F508del cor has 2.5
